CHT allo act = allosteric activators of human choline transporter CHT | B-score at 10 µM | CHT-expressing cells, membrane potential dye, choline EC20; active compounds read high; LV-AA mutant CHT in HEK293 cells | actives 0.49% (n = 310,000) | Q9GZV3;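 active means initial fluorescence not abnormally high and integrated response B-score, plate-corrected, over 3 SD above library mean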
Target sequence (Q9GZV3 whole entry, looked up): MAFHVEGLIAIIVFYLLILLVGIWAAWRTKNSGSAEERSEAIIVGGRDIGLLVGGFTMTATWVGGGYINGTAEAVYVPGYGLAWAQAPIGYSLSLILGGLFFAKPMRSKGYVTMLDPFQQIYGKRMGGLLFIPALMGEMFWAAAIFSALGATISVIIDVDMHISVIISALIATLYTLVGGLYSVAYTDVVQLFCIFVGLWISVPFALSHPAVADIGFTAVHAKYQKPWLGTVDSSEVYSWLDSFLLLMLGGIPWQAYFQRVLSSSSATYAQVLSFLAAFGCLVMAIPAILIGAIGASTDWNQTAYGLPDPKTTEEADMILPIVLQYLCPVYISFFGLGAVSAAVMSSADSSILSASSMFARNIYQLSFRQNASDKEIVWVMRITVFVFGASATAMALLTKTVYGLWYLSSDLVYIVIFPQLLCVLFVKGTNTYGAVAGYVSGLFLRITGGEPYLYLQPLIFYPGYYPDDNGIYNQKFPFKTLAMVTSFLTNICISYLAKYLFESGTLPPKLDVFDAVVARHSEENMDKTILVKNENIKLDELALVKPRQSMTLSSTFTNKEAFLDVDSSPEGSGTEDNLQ
OX1R antag = blocks the human orexin 1 receptor. inhibition, % at 5 µM. CHO/OX1R cells, Fluo-8 calcium fluorescence, orexin A. O43613. AID 434989. actives 0.43% (n = 330,000);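 active means inhibition above its plate's threshold, mean inhibition of all tested compounds on the plate plus 3 SD, cut at about 37% in these data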;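 further: 0% = orexin A challenge wells and 100% = SB-334867-A antagonist wells; not every result past the cut was called active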
Target sequence (O43613 whole entry, looked up): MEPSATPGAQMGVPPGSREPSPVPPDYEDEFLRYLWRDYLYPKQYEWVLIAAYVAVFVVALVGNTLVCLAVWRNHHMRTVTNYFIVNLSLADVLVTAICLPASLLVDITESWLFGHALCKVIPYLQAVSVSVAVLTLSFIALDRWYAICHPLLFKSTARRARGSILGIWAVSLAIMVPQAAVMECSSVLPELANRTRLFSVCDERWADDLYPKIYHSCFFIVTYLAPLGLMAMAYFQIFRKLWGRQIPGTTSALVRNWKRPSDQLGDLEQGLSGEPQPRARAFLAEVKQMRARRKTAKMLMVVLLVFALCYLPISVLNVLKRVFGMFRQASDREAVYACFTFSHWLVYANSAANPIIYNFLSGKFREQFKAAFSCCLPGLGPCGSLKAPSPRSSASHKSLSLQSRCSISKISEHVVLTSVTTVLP
The depositor's hits bear a star; i = inactive; · = no result given.

item | SMILES | CHT allo act | OX1R antag
1 | Cc1cc(C)cc(NC(=O)C(C)N2C(=O)c3ccccc3C2=O)c1 (stereo not given) | i | 4
2 | COc1ccc(Cn2c(=O)[nH]c3cc(C(=O)NCCCOC(C)C)ccc3c2=O)cc1 | i | -4
3 | Cc1nc(NC(=O)c2cccnc2)ccc1Br | i | -7
4 | C=CCn1cc(/C=C/c2cc[n+](C)cc2)c2ccccc21 | i | 8
5 | Cc1ccc(-c2nnc(Nc3ccc4c(c3)OCO4)c3ccccc23)cc1S(N)(=O)=O | i | -3
6 | CC(=O)NCCC(=O)Nc1cc(S(=O)(=O)N2CCOCC2)ccc1N1CCOCC1 | i | -9
7 | CCOC(=O)CCc1c(C)c2ccc(OC(C)C(=O)OCC)c(C)c2oc1=O (stereo not given) | i | -9
8 | COC(=O)[C@@H](NC(=O)NCc1ccccc1F)C(C)C | i | -9
9 | COc1ccc(/C=N/n2cnnc2)cc1Cn1nc(C)c([N+](=O)[O-])c1C | i | -1
10 | CC(/C=C/c1ccc(N(C)C)cc1)=N\N=C(/N)SC1CC(=O)N(c2ccc(C(=O)O)cc2)C1=O (stereo not given) | i | 0
11 | CC(C)CC(=O)NC1(C(F)(F)F)C(=O)Nc2c1c(=O)n(C)c(=O)n2C (stereo not given) | i | -6
12 | Cc1ccc(S(=O)(=O)N2CCC(C(=O)N[C@H](C(=O)N3CCN(C)CC3)C(C)C)CC2)cc1 | i | -2
13 | Cc1onc(-c2ccccc2Cl)c1C(=O)OCC(=O)Nc1ccc2c(c1)OCO2 | i | 11
14 | S=C(NCCCN1CCOCC1)NCCCN1CCOCC1 | i | -1
15 | CCSc1sccc1C1C(C#N)=C(N)N(c2cccnc2)C2=C1C(=O)CCC2 (stereo not given) | i | -29
16 | CCc1nnc(NC(=O)C2CC(=O)N(C3CCCC3)C2)s1 (stereo not given) | i | -14
17 | CC(C)(C)NC(=O)CN(Cc1ccccc1)S(=O)(=O)c1ccccc1 | i | -18
18 | Cc1c(C(=O)NCCSCc2cccc(C(F)(F)F)c2)cnn1-c1ccc(Cl)cc1 | i | -13
19 | COc1cccc(C(=O)NOCc2ccccc2)c1OC | · | -12
20 | Cc1c(CN(C)C)c2c(n1Cc1ccccc1)C(=O)c1ccccc1-2 | i | -14
21 | Cc1ccc(-n2c(SCC(N)=O)nnc2-c2ccco2)cc1 | i | -4
22 | CNC(=O)c1c(NC(=O)c2ccco2)sc2c1CCCC2 | i | 2
23 | COc1ccc(CCC(=O)N2CCCc3ccccc32)cc1 | i | -1
24 | N#Cc1cc([N+](=O)[O-])cnc1N(CCO)CCO | i | -13
25 | CCC(=O)Nc1cccc(-c2ccc(N3CCN(C)CC3)nn2)c1 | i | -8
26 | Cc1ccc(C)c(OCCn2c(=O)c3c(ncn3C3CCCC3)n(Cc3ccccc3)c2=O)c1 | i | -59
27 | Cc1ccc(/C=N/NC(=O)c2cccnc2)s1 | i | -1
28 | COc1ccc(N(C(=O)CCl)C(C)(C(=O)Nc2c(C)cccc2C)c2ccccn2)cc1 (stereo not given) | i | -17
29 | Cc1noc(C)c1S(=O)(=O)N1CCN(C(c2ccccc2)c2ccc(Cl)cc2)CC1 (stereo not given) | i | -44
30 | COc1ccc(Cc2nc3c4c(ncn3n2)Oc2c(ccc3ccccc23)C4c2ccc(OC)c(OC)c2)cc1 (stereo not given) | i | -26
31 | Cc1ccccc1OCCC(=O)N(Cc1ccccc1)c1c(N)n(Cc2ccccc2)c(=O)[nH]c1=O | i | -22
32 | Cc1csc2ncc(C(=O)NCc3ccc4c(c3)OCO4)c(=O)n12 | i | -19
33 | CCC(=O)Nc1cc2c(cc1C(=O)c1ccccc1)OCCO2 | i | -22
34 | CCCCNC(=O)c1cc2c(=O)n(CC)c3ccccc3c2s1 | i | -10
35 | Cc1cc(C(=O)O)ccc1-c1ccc(/C=C2\SC(=O)N(CC(=O)Nc3ccc4c(c3)OCO4)C2=O)o1 | i | ·
36 | CCN(Cc1ccccc1)C(=O)Cn1c(=O)n(-c2ccc(OC)cc2OC)c(=O)c2c(C)c(C)sc21 | i | -27
37 | CCC(C)[C@H](NC(=O)NCc1cccs1)C(=O)OC (stereo not given in full) | i | -7
38 | Nc1nc(COC(=O)c2ccc3c(c2)OCCO3)nc(Nc2ccccc2)n1 | · | 8
39 | COc1ccc(-c2cc(=O)oc3c(C)c(O)c(CN(C)C)cc23)cc1 | i | -17
40 | COc1cccc(C(=O)Nc2cc(=O)n(C)c(=O)n2C)c1 | i | -7
41 | COn1c(SCC(N)=O)nc2ccccc2c1=O | i | 0
42 | Cc1nn(-c2ccccc2)c(C)c1/C=N/NC(=O)c1ccccc1O | i | ·
43 | CC1CCCCN1CCCNC(=O)CN1C(=O)CSc2ccc(S(=O)(=O)N3CCOCC3)cc21 (stereo not given) | i | 5
44 | CNc1nc(SCC(=O)Nc2ccccc2)nc(N2CCOCC2)n1 | i | 2
45 | N#Cc1nc(-c2ccc(OCc3ccc(Cl)cc3)cc2)oc1NCc1cccnc1 | i | 7
46 | CCN(CC)C(=O)C1CCC(CNS(=O)(=O)c2cccc3cccnc23)CC1 (stereo not given) | i | -12
47 | Cc1cc(C(=O)NCCCN2CCOCC2)n(-c2ccccc2)n1 | i | -11
48 | CCOC(=O)N1CCN(Cc2nc3cc(NC(=O)c4ccco4)ccc3n2C)CC1 | i | -11
49 | Cc1nn(Cc2ccc(C(=O)N3CCOCC3)o2)c(C)c1Br | i | -9
50 | COc1ccc(N2CCN(C(=S)NCc3ccc(C)cc3)CC2)cc1 | i | -26
51 | Cc1ccccc1Nc1scc(-c2ccc(Br)cc2)[n+]1-c1ccccc1C | i | -33
52 | COCC(=O)N(C)c1nnc(-c2cnc(C)cn2)s1 | 6.4* | -2
53 | CCCNC(=O)C(Cc1ccccc1)NC(=O)c1ccccn1 (stereo not given) | · | -19
54 | O=C(c1cc(S(=O)(=O)N2CCCCC2)ccc1Cl)N1CCOCC1 | i | 1
55 | CCCNC1=C(C)C(=O)CC1 | i | -4
56 | Cc1cccc(NC(=O)c2cccc(OC(=S)N3CCOCC3)c2)c1 | i | -8
57 | O=C(CN1C(=O)C2C3C=CC(C3)C2C1=O)OCC(=O)c1ccc(Cl)c([N+](=O)[O-])c1 (stereo not given) | i | 2
58 | CC(C)NC(=O)COC(=O)c1ccccc1CSC1=NCCS1 | i | -4
59 | C=CCNC(=O)/C(C#N)=C/c1c(C)nn(-c2ccc(Cl)cc2)c1Cl | i | -25
60 | COc1cccc(CN(C)CC(=O)NCc2ccccc2Cl)c1 | i | -13

Later entries:
item | SMILES | CHT allo act | OX1R antag
61 | FC(F)(F)COc1ccc(-c2nnc(SCc3c(Cl)cccc3Cl)o2)cn1 | i | -4
62 | COCCCNC(=O)CS(=O)Cc1nc(-c2cccc(OC)c2)oc1C (stereo not given) | i | -12
63 | CCc1ccc(-c2nc(C(N)=O)c3[nH]c(=O)n(-c4ccccc4OC)c3n2)cc1 | i | -6
64 | COc1ccc(OC)c(-c2cc(C(=O)NCc3ccc(Cl)cc3)no2)c1 | i | -17
65 | O=C(COC(=O)c1cc[n+]([O-])cc1)NCCc1ccc(Cl)cc1Cl | i | -15
66 | Cc1noc(C)c1COc1ccccc1C(=O)NNC(=O)c1ccccc1 | i | -14
67 | Cc1cccc(N2CCN(C(=O)c3c(C)nn(Cc4ccccc4Cl)c3C)CC2)c1C | i | -14
68 | CCOc1cc(/C=C(/C#N)c2nc3ccccc3[nH]2)ccc1OCc1ccc(C(=O)O)o1 | i | -11
69 | COc1ccc(NC(=O)c2c(C(F)(F)F)nn(C)c2Cl)cc1 | i | -2
70 | Cn1ncc2c(Nc3ccc(Cl)cc3)ncnc21 | i | 8
71 | O=C(O)C1Sc2[nH]c(=O)sc2C2c3cc(Br)ccc3OC(=O)C12 (stereo not given) | i | -6
72 | COC(=O)c1onc(C(=O)c2ccccc2)c1C(=O)OC | i | -4
73 | CCCCC(CC)C(=O)Nc1ccccc1C(=O)NC(C)C (stereo not given) | i | -22
74 | CC1=CC(C)(C)N(C(=O)CCl)c2ccccc21 | i | -5
75 | CC1CN(CCCOc2ccccc2-c2ccccc2)CC(C)O1 (stereo not given) | i | -19
76 | CCc1ccccc1NC(=O)CSc1nc2ccccc2n1CC(=O)N1CCCC1 | i | -37
77 | O=c1[nH]c(/C=C/c2ccccc2[N+](=O)[O-])nc2ccccc12 | i | -3
78 | COc1ccc(NC(=O)C2CC(=O)N(Cc3ccco3)C2)cc1Cl (stereo not given) | · | 2
79 | Cc1ccc2nc(/N=C(\N)NC(=O)N3c4ccccc4Sc4ccccc43)nc(C)c2c1 | i | -9
80 | Cn1c(/C(C#N)=C/Nc2ccccn2)nc2ccccc21 | i | -20
81 | CC1(OC(=O)C2CCCC2)C(=O)C=C2C=C(c3ccsc3)N(C3CCCC3)C=C2C1=O (stereo not given) | i | -19
82 | C=CCNC(=O)C1=NOC(CNC(=O)c2c(-c3ccccc3Cl)noc2C)C1 (stereo not given) | i | -2
83 | O=C(COC(=O)C1CC1)NCc1ccc(Cl)cc1Cl | · | -34
84 | CCN(C(=O)CCN1C(=O)c2ccccc2C1=O)C1CCCCC1 | i | -22
85 | CCN(CC)C(=O)C(=O)N/N=C/c1ccc(Cl)cc1Cl | i | -22
86 | O=C(CCc1ccc(CCC(=O)c2cccs2)s1)c1cccs1 | i | -9
87 | COC(=O)c1ccc(Oc2c(F)c(F)nc(N3CCOCC3)c2F)cc1 | i | -35
88 | Cc1ccc2c(=O)cc(C(=O)NC3CCS(=O)(=O)C3)oc2c1C (stereo not given) | i | -7
89 | Cc1ccc(C)c(Cn2nnc3c(=O)[nH]c(C4CCN(S(=O)(=O)c5ccc(S(=O)(=O)NC6CC6)cc5)CC4)nc32)c1 | i | -10
90 | CC(C)(C)[C@H]1C=C(C(=O)N2CCN(Cc3ccccc3)CC2)O[C@@H](OCCCCO)C1 | i | -20
91 | COc1ccc(N2CCN(C(CNS(C)(=O)=O)c3ccco3)CC2)cc1 (stereo not given) | i | 2
92 | Cc1cc(C)c(C)c(S(=O)(=O)NC(C(=O)NCCc2ccco2)C(C)C)c1C (stereo not given) | · | -15
93 | CCc1noc(C)c1C(=O)Nc1cc(S(=O)(=O)N2CCOCC2)ccc1N1CCN(CC)CC1 | i | 2
94 | COCCNC(=O)COc1ccc(C)cc1C | i | 14
95 | Cc1ccccc1NC(=O)COC(=O)C1C2CC3OC(=O)C1C3C2 (stereo not given) | i | 5
96 | CCNS(=O)(=O)c1ccc(NC(=O)c2cccnc2)cc1 | i | 5
97 | CCC(C)(C(=O)NC1CCCCC1)N(CC1CCCO1)C(=O)Cc1cccs1 (stereo not given) | i | -19
98 | COc1cc2c(cc1OC)-c1cc(Nc3ccc(C(=O)O)cc3)nc(=O)n1CC2 | i | -4
99 | O=C1CN(S(=O)(=O)c2cc(Cl)ccc2Cl)CCN1 | i | -3
100 | CCCCS(=O)(=O)Nc1ccc(N2CCOCC2)c(S(=O)(=O)N2CCOCC2)c1 | i | -6
101 | COc1cc(OC)cc(C(=O)N[C@H](C(=O)OCC(=O)Nc2ccc(C(N)=O)cc2)C(C)C)c1 | i | -13
102 | Cc1cc(C)n2c(SCc3ccccc3Cl)nnc2n1 | i | -11
103 | CCCCNC(=O)CCCn1c(=O)[nH]c2ccc(Br)cc2c1=O | i | -29
104 | Clc1ccc(C2[C@H]3CN(Cc4cccnc4)[C@H](c4ccccc4)C34CC2(c2cccnc2)C4)cn1 (stereo not given in full) | i | -18
105 | CCC(c1nnnn1C1CCCC1)N(Cc1cccs1)Cc1cc2cc(C)ccc2[nH]c1=O (stereo not given) | i | -24
106 | CCc1nccn1CCC(=O)NC1CCCc2c1cnn2-c1ccc(F)cc1F (stereo not given) | i | -11
107 | Cc1ccc(S(=O)(=O)Nc2cccc3ncccc23)cc1 | i | 6
108 | Cc1ccc(CNC(N)=S)cc1 | i | -1
109 | O=C(CO/N=C/c1ccc(OC(F)F)cc1)N1CCc2ccccc21 | i | -9
110 | O=C(c1cc(-c2ccccc2)on1)N1CCCC1 | i | -6
111 | COc1ccccc1/C=C1\SC(N2CCC(C)CC2)=NC1=O | i | -17
112 | Cc1ccc(C(=O)N/C(=C\c2cccs2)C(=O)NCCCN2CCOCC2)cc1 | i | -18
113 | COc1ccc(CNC(=O)CN(C(=O)c2cc3sccc3n2C)C2CCCC2)cc1 | i | -18
114 | COc1ccc(C2=CC(=O)OC3(CCCCC3)O2)cc1 | i | -4
115 | COC(=O)c1cn(NC(=O)c2cnccn2)c(=O)c2ccccc12 | i | -12
116 | CCN1CCCC1CNCc1cccc(OC)c1OCc1ccccc1 (stereo not given) | i | -16
117 | O=C1C2C3C=CC(CC3)C2C(=O)N1c1ccc2c(c1)OCO2 (stereo not given) | i | -5

High-throughput results from PubChem BioAssay.
